Bioassay records as filed in PubChem BioAssay.
RORgamma inh = blocks mouse ROR gamma transcriptional activity; Drosophila S2 Gal4-RORgamma UAS-luciferase reporter, 20 h; hit rate 5.4% among 310,000; P51450; AID 2551; Potency, µM (doses to about 53.6 µM), inactives show at the highest dose activity change, negative = inhibition, usual class: inhibitors; further: on the % scale 0 is the no-effect control and ±100 the full control effect; nearly all actives have a fitted effect of over 60% in size
Target sequence (P51450 whole entry, looked up, the tested form may be a part): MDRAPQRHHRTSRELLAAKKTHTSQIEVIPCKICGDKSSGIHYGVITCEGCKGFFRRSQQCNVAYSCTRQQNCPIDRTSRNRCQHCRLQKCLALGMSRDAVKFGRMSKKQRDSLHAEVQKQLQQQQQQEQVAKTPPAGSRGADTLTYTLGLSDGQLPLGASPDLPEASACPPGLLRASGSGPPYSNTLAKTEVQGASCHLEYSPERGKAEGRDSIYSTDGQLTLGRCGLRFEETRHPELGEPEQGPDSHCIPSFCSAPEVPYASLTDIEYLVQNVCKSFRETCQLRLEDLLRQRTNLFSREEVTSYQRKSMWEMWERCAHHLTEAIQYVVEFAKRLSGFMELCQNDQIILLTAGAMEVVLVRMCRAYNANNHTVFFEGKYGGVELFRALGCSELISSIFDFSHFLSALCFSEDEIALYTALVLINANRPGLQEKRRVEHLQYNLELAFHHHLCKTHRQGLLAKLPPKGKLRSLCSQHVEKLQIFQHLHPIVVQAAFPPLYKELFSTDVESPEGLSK
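Drosophila Schneider cells stably carrying a metallothionein-driven Gal4 DBD–ROR gamma fusion and a UAS-Photinus luciferase reporter were exposed to compound for 1 hr, then induced with copper sulfate (700 uM final) for 20 hr at ambient temperature before luminescence reading.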
CXXC DNA block = blocks binding of human MLL CXXC domain to DNA; Q03164; MLL-CXXC / FITC-HOXA9 DNA fluorescence polarization; Potency, µM (doses to about 115 µM), for inactives: at the highest dose activity change, negative = inhibition, usual class: inhibitors; hit rate 0.037% among 290,000; AID 2662; active means well fitted inhibition curve with a large enough effect in the polarisation, with a control signal flat, not every such curve was filed as active; inconclusive means small, poorly fitted or top-dose-only effect, or effect the other way, or a change in a side signal; inactive means no such curve, though single readings can be large or run the other way; the % refers to the polarisation
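Fluorescence polarization: 7 uM MLL-CXXC (stock) preincubated 5 min with compounds, then 50 nM fluorescein-HOX-A9 DNA (stock) added; 30 min ambient. Buffer 50 mM Tris-HCl pH 7.5, 50 mM NaCl, 1 mM DTT, 0.05% BSA.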
NPC1 promoter act = activates the NPC1 promoter. Potency, µM (highest dose often 9.22 µM), for inactives: top-dose activation, hits mostly activators. hit rate 2.4% among 320,000. Huh7 NPC1 promoter luciferase reporter, 24 h;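 further: % of control where 0% means no effect; nearly all actives have a fitted effect of over 60% in size; reporter is driven by a mutant NPC1 promoter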
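Quantitative HTS used a cell-based reporter: Huh7 cells stably bearing the NPC1 promoter upstream of luciferase were treated with compounds for 24 h, and promoter activation was read as luminescence.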
MBNL1 CUG block = inhibitors of human MBNL1 binding to CUG repeat RNA; Q9NR56; TR-FRET MBNL1-His/biotin-(CUG)12 binding, 665/545 ratio; Potency, µM (highest dose often 57.5 µM), for the others: top-dose activity change, negative = inhibition, actives largely listed as inhibitors; hit rate 0.036% among 280,000; active means well fitted inhibition curve with a large enough effect in the signal ratio, with a control signal flat, not every such curve was filed as active; inconclusive means small, poorly fitted or top-dose-only effect, or effect the other way, or a change in a side signal; inactive means no such curve, though single readings can be large or run the other way; the % refers to the signal ratio; further: on the % scale 0 is the no-effect control and ±100 the full control effect
Target sequence (Q9NR56 whole entry, looked up): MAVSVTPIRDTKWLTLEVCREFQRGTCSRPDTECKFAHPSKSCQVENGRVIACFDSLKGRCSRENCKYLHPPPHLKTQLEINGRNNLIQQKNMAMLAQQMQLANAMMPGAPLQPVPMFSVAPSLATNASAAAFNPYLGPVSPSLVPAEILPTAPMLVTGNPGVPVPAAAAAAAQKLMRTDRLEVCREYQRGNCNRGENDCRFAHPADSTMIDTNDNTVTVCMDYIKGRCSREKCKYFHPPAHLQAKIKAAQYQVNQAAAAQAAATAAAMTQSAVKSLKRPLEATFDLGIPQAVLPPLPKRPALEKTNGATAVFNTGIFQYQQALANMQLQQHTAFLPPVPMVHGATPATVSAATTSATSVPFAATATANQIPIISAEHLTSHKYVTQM
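TR-FRET readout: Ex 340 nm, 665/545 nm emission ratio, normalized to buffer-only (basal) and MBNL1-(CUG)12 controls. Complex of MBNL1-His with Biotin-(CUG)12, compounds 92 nM–58 uM, incubated 60 min at room temperature.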
FLuc counter = counter-screen for miR-21 project: firefly luciferase inhibitors or activators; AID 588342; P08659; hit rate 6.9% among 360,000; purified FLuc, Km substrates, luminescence inhibition; Potency, µM (titrated, usually from 57.5 µM), for inactives: at the top dose activity change, negative = inhibition, most hits filed as inhibitors;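 further: plate controls were vehicle for no effect and reference inhibitor for full effect; nearly all actives have a fitted effect of over 55% in size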
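Purified P. pyralis luciferase (10nM final) with 10uM D-luciferin and 10uM ATP (Km levels) in 50mM Tris acetate pH 7.5, 10mM Mg acetate, 0.01% Tween-20, 0.05% BSA; qHTS 6-point titration, ~60 µM downward; luminescence read.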
p53 reactivation = mutant p53 re-activation in reporter cells; H1299 p53-A138V BP100-luciferase reporter, luminescence, 24 h; Potency, µM (series often up to 92.2 µM), for inactives: top-dose activity change, positive = activation, hits mostly activators; hit rate 0.063% among 320,000; AID 504706; further: % of control where 0% means no effect; nearly all actives have a fitted effect of over 45% in size
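p53-null H1299 cells stably carrying temperature-sensitive p53-A138V and a BP100-luciferase reporter were pinned with compounds (4-point, 1:5 series) and held 24 hrs at 37 deg C. Luminescence was read 10 min after detection reagent.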
ELG1 genotoxic = induces genotoxicity in HEK293T cells with luciferase-tagged ELG1; Potency, µM (highest dose often 46 µM), for the others: at the highest dose activity change, positive = activation, most hits filed as activators; HEK293T ELG1-luciferase reporter, luminescence, 16 h; hit rate 1.3% among 330,000; further: % of control where 0% means no effect; nearly all actives have a fitted effect of over 60% in size
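HEK293T cells expressing luciferase-tagged ELG1 were exposed to compound or DMSO vehicle for 16 hr at 37 °C and 5% CO2. Luciferase activity was then measured with ONE-Glo after 30 min at room temperature.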
uPA generation = cell surface uPA generation inhibition. cell surface uPA generation assay, qHTS. hit rate 0.31% among 330,000. AID 540303. Potency, µM (doses to about 38.3 µM), for inactives: top-dose activity change, negative = inhibition, actives largely listed as inhibitors; active means well fitted inhibition curve with a large enough effect; inconclusive means small, poorly fitted or top-dose-only effect; inactive means no such curve, though single readings can be large or run the other way; tested in mouse RAW 264.7 cells; further: on the % scale 0 is the no-effect control and ±100 the full control effect; nearly all actives have a fitted effect of over 55% in size
BRCA1 expr up = BRCA1 expression activation; MCF7-BRCA1-FFLuc reporter, luminescence, 48 h; response scale: scaled: vehicle 0%, 10 µM genistein 100%; Potency, µM (series often up to 46.1 µM), without a hit: at the highest dose activation, usual class: activators; hit rate 1.1% among 380,000; AID 624202; further: nearly all actives have a fitted effect of over 80% in size; some results filed as inactive show a strong effect at the top dose
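Reporter cells (MCF7, BRCA1 promoter-firefly luciferase) received library compounds across a concentration series for 48 h. End-point luminescence was measured and concentration-effect curves derived after normalization.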
VP16 counter = inhibits Gal4-VP16 luciferase reporter, ROR gamma counter-screen. AID 2546. hit rate 3.5% among 310,000. Drosophila S2 Gal4-VP16 UAS-luciferase, luminescence, 20 h. Potency, µM (top dose mostly 53.6 µM), for the others: at the top dose activity, negative = inhibition, hits mostly inhibitors;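 further: Gal4-VP16 expression switched on by copper sulfate through the metallothionein promoter; on the % scale 0 is the no-effect control and ±100 the full control effect; nearly all actives have a fitted effect of over 50% in size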
Rab9 promoter act = activators of Rab9 promoter; Huh7 Rab9 promoter-luciferase reporter, luminescence, 24 h; Potency, µM (series often up to 9.22 µM), inactives show at the top dose activation, negative = inhibition, usual class: activators; hit rate 2.8% among 320,000; AID 485297; further: % of control where 0% means no effect; nearly all actives have a fitted effect of over 60% in size
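Luminescence from Amplite-detected luciferase (10 minutes, ambient) reports Rab9 promoter activation. Before that, stable Rab9-luciferase Huh7 cells (1500/well, reduced-serum OP-MEM I plus 10% FBS) were exposed to compound for 24 hours at 37C.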
* marks the source's active call; other numbers are inactive results; ? = inconclusive; nt = no result given; [ ] = another dose, or the depositor's remark. Unless noted, the call rests on the fitted dose curve; in most records, active means well fitted curve in the direction sought with a large enough effect; inconclusive means small, poorly fitted or top-dose-only effect, or another doubt; inactive means no such curve, though single readings can be large; an effect the other way counts as inactive or inconclusive. Potency means the concentration at half of the fitted maximal effect. This is a subset (hit frequency here may not be typical).

SMILES	RORgamma inh	CXXC DNA block	NPC1 promoter act	MBNL1 CUG block	FLuc counter	p53 reactivation	ELG1 genotoxic	uPA generation	BRCA1 expr up	VP16 counter	Rab9 promoter act
CC(=O)c1c(C)[nH]c(C(=O)Nc2cccc(C)n2)c1C	?	22%	0.35µM*	-1%	8.5µM*	3%	1.6µM*	?	9%	?	0.45µM*
CC(=O)c1ccc(NC(=S)NC(=O)/C=C/c2ccco2)cc1	10%[1.91 µM]	34%[activator]	25%	12%	-13%	nt	11%	-14%	71%	?	29%
O=C(O)c1cccc(N/N=C/c2ccc(OC(F)(F)F)cc2)c1	-28%	-3%	?	-2%	0.067µM*	nt	?	-4%	?	?	0.032µM*
CC(c1ccon1)N(C)Cc1cn(Cc2ccccc2)nc1-c1ccc2c(c1)OCO2 (configuration not stated)	0%	2%	-1%	-5%	-3%	-6%	-5%	0%	4%	-19%	13%
COc1ccc(CN(C(=O)c2cc3ccccc3oc2=O)C2CCCCC2)cc1OC	?	1%	20%	7%	27µM*	16%	2%	4%	33%	-8%	17%
CCOC(=O)c1c(CC(C)C)csc1N	5%	2%	-1%	0%	-4%	1%	0%	-16%	-3%	-2%	-1%
O=C(CN1CCN(S(=O)(=O)c2ccc(F)cc2)CC1)Nc1ccc(Cl)c(C(F)(F)F)c1	?	1%	-5%	-2%	-2%	5%	-7%	-14%	-78%	?	-3%
COc1ccccc1NC1=CC(=O)CC(c2ccccc2)C1 (configuration not stated)	?	-1%	-25%	nt	-1%	5%	12%	1%	-4%	?	-18%
COc1ccccc1-n1c(SCc2cc(=O)oc3cc(O)ccc23)nc2ccccc2c1=O	-6%	12%	2%	32%[activator]	?	-3%	0%	5%	-59%	1%	-3%
COCCNCC(=O)NCC12CC3CC(CC(C3)C1)C2	2%	-14%	2%	17%	-2%	2%	6%	6%	23%	3%	3%
CCC(C)(C)NC(=O)C(c1ccccc1Cl)N(C(=O)CCC(=O)Nc1cc(C)on1)c1ccc(NC(C)=O)cc1 (configuration not stated)	40%	34%	-1%	-6%	-3%	-2%	0%	6%	-3%	4%	-2%
CCOC(=O)N1CCN(CC(O)c2ccc3cc[nH]c3c2)CC1 (configuration not stated)	3%	-8%	2%	2%	2%	0%	3%	-3%	-7%	-3%	0%
O=C(CSc1nc2cc(Cl)ccc2o1)c1cccs1	32%	27%	9%	-3%	19µM*	?	?	6%	5%	12%	12%
Cc1ccc(S(=O)(=O)N2CCCCC2)cc1C(=O)NCc1ccccn1	20%	23%	-2%	-9%	2%	4%	0%	0%	-12%	-18%	-3%
CC(=O)c1cccc(NC(=O)c2ccc3ccccc3c2)c1	?	-13%	3.2µM*	?	1.9µM*	nt	?	-17%	?	?	2.8µM*
Clc1ccc(CSc2nnc(-c3sccc3-n3cccc3)o2)cc1	?	-3%	-1%	0%	5%	2%	-7%	12%	-11%	-1%	0%
COc1ccc(C(=O)N(c2ccccn2)C2CCCCC2)c(OC)c1	2%	7%	0%	-4%	-1%	0%	0%	2%	0%	-5%	-5%
Cc1cc(OC(C)C(=O)NCCCN2CCOCC2)c2c(C)cc(=O)oc2c1 (configuration not stated)	-17%	8%	4%	-3%	3%	3%	1%	14%	-11%	2%	-1%
CO[C@H]1/C=C/O[C@@]2(C)Oc3c(C)c(O)c4c(O)c(c5c(c4c3C2=O)NC2(CCN(CC(C)C)CC2)N=5)=NC(=O)/C(C)=C\C=C\[C@H](C)[C@H](O)[C@@H](C)[C@@H](O)[C@@H](C)[C@H](OC(C)=O)[C@@H]1C	5%	-1%	nt	nt	nt	nt	nt	-14%	-29%	-17%	nt
O=C(O)CC(C(=O)O)N1C(=O)/C(=C/c2ccc(-c3nc4ccccc4s3)o2)SC1=S (configuration not stated)	2%	74%[activator]	0%	44%[activator]	19µM*	17%	4%	2%	4%	-4%	-7%
CC(=O)OCC1(C)CN(c2ccccc2)N(C(C)=O)C1=O (configuration not stated)	14%	-1%	6%	-6%	5%	2%	0%	-15%	-18%	-6%	8%
COc1ccc(-c2nc3n(n2)C(=O)CC(c2ccco2)S3)cc1 (configuration not stated)	10%	-1%	-1%	12%	?	13%	5%	nt	3%	5%	-3%
Cc1c(C(=O)N2CCN(c3ccccn3)CC2)oc2c1C(=O)CC(C)(C)C2	-9%	9%	-1%	-3%	0%	-1%	-12%	10%	-9%	-4%	1%
CCC(C)C1Nc2ccc(C(=O)NCCc3ccc(OC)c(OC)c3)cc2NC1=O (configuration not stated)	6%	-4%	-1%	5%	1%	-2%	-15%	?	-59%	-9%	-11%
C/C(Cn1cnc([N+](=O)[O-])n1)=N\NC(=O)c1ccc(O)cc1O	0.2µM*	4%	-6%	?	?	2%	3%	1%	1%	?	-1%
Next section.
SMILES	RORgamma inh	CXXC DNA block	NPC1 promoter act	MBNL1 CUG block	FLuc counter	p53 reactivation	ELG1 genotoxic	uPA generation	BRCA1 expr up	VP16 counter	Rab9 promoter act
O=C1C2CCCN2C(c2cccc(Br)c2)N1c1ccc(F)cc1 (configuration not stated)	10%	?	0%	-5%	1%	-5%	0%	-4%	5%	2%	-7%
CCCCn1c(N)c(N(CC(C)C)C(=O)c2ccc(S(=O)(=O)N(CC)c3ccccc3)cc2)c(=O)[nH]c1=O	nt	nt	-4%	nt	6%	-5%	3%	1%	-6%	nt	-1%
CCOC(=O)c1c(N)n(C2CC(C)(C)NC(C)(C)C2)c2nc3ccccc3nc12	-18%	17%	-6%	24%	0%	-18%	0%	6%	-14%	-10%	0%
CC1C(=O)Nc2ccccc2N1C(=O)c1cccc(C(F)(F)F)c1 (configuration not stated)	4%	-42%	-8%	-4%	1%	-1%	0%	-6%	-29%	2%	-9%
O=C1OCCC1Sc1nnc(-c2ccco2)n1-c1ccccc1 (configuration not stated)	31%	18%	-3%	-5%	-2%	-4%	12%	2%	-10%	4%[10 µM]	1%
CC(=O)c1c(C)n([O-])c2cc(F)c(F)cc2[n+]1=O	?	4%	-32%[inhibitor]	?	-1%	-18%	-14%	-11%	-95%[inhibitor]	-12%	-45%[inhibitor]
O=C(NCC1OCCc2ccccc21)c1cc(COc2ccc(F)cc2Cl)on1 (configuration not stated)	1%	-12%	-1%	10%	1%	1%	3%	1%	1%	0%	2%
C/C(Cc1ccccc1)=N\NC(=O)CNC(=O)c1cccc(Br)c1	21%	-5%	0%	nt	?	11%	0%	1%	-16%	-4%	-5%
Cc1nc2ccc(NC(=O)c3ccc(Cl)c(S(=O)(=O)N(C)c4ccccc4)c3)cc2s1	?	?	-11%	3%	-9%	1%	-15%	-13%	-82%	?	-17%
COc1ccc(C(=O)c2c(C)c3cc(C)ccc3n2CC(O)CN2CCOCC2)cc1 (configuration not stated)	?	1%	-3%	25%	-5%	-5%	-1%	0%	-24%	-27%	-4%
Cc1cccc(NC(=O)C(=O)N/N=C/c2ccncc2)c1	-3%	2%	-2%	18%	-10%	9%	2%	-1%	1%	2%	-2%
COc1ccc(CNC(=O)COC(=O)c2cc(-c3ccco3)nc3ccccc23)cc1	5%	16%	-1%	0%	?	-1%	-1%	nt	nt	9%	1%
CCOc1ccc(OCc2ccc(C(=O)NC(C)(C)C)o2)cc1	?	13%	24%	-14%	2%	11%	-3%	-6%	6%	?	23%

Whole records, looked up by structure. Values in the order: RORgamma inh | CXXC DNA block | NPC1 promoter act | MBNL1 CUG block | FLuc counter | p53 reactivation | ELG1 genotoxic | uPA generation | BRCA1 expr up | VP16 counter | Rab9 promoter act
Cc1cccc(NC(=O)C(=O)N/N=C/c2ccncc2)c1 is listed as -3% | 2% | -2% | 18% | -10% | 9% | 2% | -1% | 1% | 2% | -2%
COc1ccc(C(=O)c2c(C)c3cc(C)ccc3n2CC(O)CN2CCOCC2)cc1 (configuration not stated) is listed as ? | 1% | -3% | 25% | -5% | -5% | -1% | 0% | -24% | -27% | -4%
O=C1OCCC1Sc1nnc(-c2ccco2)n1-c1ccccc1 (configuration not stated) is listed as 31% | 18% | -3% | -5% | -2% | -4% | 12% | 2% | -10% | 4%[10 µM] | 1%
Cc1nc2ccc(NC(=O)c3ccc(Cl)c(S(=O)(=O)N(C)c4ccccc4)c3)cc2s1 is listed as ? | ? | -11% | 3% | -9% | 1% | -15% | -13% | -82% | ? | -17%
C/C(Cc1ccccc1)=N\NC(=O)CNC(=O)c1cccc(Br)c1 is listed as 21% | -5% | 0% | nt | ? | 11% | 0% | 1% | -16% | -4% | -5%
